Assay outcomes: PubChem, several laboratories
SRC3 inh: SRC3 coactivator transcriptional activity inhibitors, primary screen, cell-based, luminescence; hit rate 0.17% among 360,000; Nuclear receptor coactivator 3 (Homo sapiens), Q9Y6Q9; HEK293 GAL4-SRC3 luciferase reporter; inhibition, % at 3.6 µM; AID 588352, 2011;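 active = inhibition above a per-campaign cutoff, the mean of all compounds plus 3 SD, cut at about 60% in these data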;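 also: 0% = DMSO-treated cells and 100% = gossypol-treated cells at 36 µM; higher means less SRC3-driven luciferase light from the GAL4 reporter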
TWEAK Fn14 block: inhibitors of TWEAK-Fn14 signaling, primary screen, luciferase reporter cells, uHTS; AID 1159606, 2016; inhibition, % at 10 µM; TWEAK-stimulated Fn14 reporter cells, luciferase luminescence, 8 h; hit rate 2% among 360,000; in the data active = inhibition above about 50%
TROY signal inh: inhibitors of TROY-driven NF-kB signaling, primary screen, Q293 LMP1-TROYcd cells, NF-kB luciferase, uHTS; Q293 LMP1-TROYcd NF-kB luciferase reporter, 4 h; inhibition, % at 10 µM; hit rate 0.98% among 360,000;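 active = compounds whose plate-normalised and pattern-corrected inhibition of the luciferase reporter signal at the single screening dose is 50% or more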
LRH-1 inv ag: LRH-1 (NR5A2) inverse agonists, primary screen, cell-based, luminescence, HEK293T, StAR-luciferase reporter; LRH-1 transfected, 24 h; inhibition, % at 3.6 µM; hit rate 0.13% among 360,000; AID 602396, 2012;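 active = inhibition above the mean inhibition of all tested compounds plus 3 SD, cut at about 73% in these data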;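 also: 0% = DMSO wells and 100% = reporter-only cells lacking LRH-1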
TLR9-MyD88 inh: inhibitors of TLR9-MyD88 association in cells, primary screen, cell-based, CHO, BLA complementation, fluorescence; inhibition, % at 4.98 µM; CCF4 FRET ratio; Toll-like receptor 9 (Homo sapiens) + Myeloid differentiation primary response protein …; hit rate 0.21% among 340,000;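 active = inhibition above the mean over all tested compounds plus 3 SD, cut at about 21% in these data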;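 also: 0% = DMSO only wells and 100% = clavulanate BLA inhibitor control wells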
NCOA1 inh: SRC1 coactivator transcriptional activity inhibitors, primary screen, cell-based, luminescence; inhibition, % at 3.6 µM; Nuclear receptor coactivator 1 (Homo sapiens), Q15788; HEK293 GAL4-SRC1 luciferase reporter; hit rate 0.12% among 360,000;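 active = inhibition above the campaign mean plus 3 SD, with each screening campaign given its own cutoff, cut at about 60% in these data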;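 also: 0% = DMSO treated cells and 100% = gossypol at 36 µM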
ABHD5-PLIN5 inh: ABHD5-PLIN5 interaction inhibitors, primary screen, cell lysate, split luciferase complementation, luminescence | Split G. princeps luciferase complementation, 4 h | inhibition, % at 4 µM | Perilipin-5 (Homo sapiens) + 1-acylglycerol-3-phosphate O-acyltransferase ABHD5 (Homo … | AID 602281, 2012 | hit rate 0.78% among 360,000;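 active = inhibition above the mean inhibition across every tested compound plus 3 SD, cut at about 22% in these data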;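 also: 0% = DMSO only wells and the 100% control is not disclosed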
Target sequence (Q00G26 whole entry, looked up): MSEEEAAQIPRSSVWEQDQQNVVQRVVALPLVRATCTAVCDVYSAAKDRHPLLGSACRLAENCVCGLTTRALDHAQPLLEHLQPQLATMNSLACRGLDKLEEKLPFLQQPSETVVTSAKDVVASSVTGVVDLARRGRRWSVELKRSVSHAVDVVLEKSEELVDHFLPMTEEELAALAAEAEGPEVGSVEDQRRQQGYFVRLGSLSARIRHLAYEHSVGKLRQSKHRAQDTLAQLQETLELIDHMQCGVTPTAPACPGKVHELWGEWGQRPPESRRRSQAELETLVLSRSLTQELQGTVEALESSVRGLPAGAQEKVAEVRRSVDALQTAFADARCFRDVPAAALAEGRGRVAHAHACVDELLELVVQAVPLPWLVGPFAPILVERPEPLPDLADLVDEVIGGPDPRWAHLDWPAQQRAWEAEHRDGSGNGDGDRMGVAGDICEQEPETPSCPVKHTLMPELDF
Target sequence (Q8WTS1 whole entry, looked up): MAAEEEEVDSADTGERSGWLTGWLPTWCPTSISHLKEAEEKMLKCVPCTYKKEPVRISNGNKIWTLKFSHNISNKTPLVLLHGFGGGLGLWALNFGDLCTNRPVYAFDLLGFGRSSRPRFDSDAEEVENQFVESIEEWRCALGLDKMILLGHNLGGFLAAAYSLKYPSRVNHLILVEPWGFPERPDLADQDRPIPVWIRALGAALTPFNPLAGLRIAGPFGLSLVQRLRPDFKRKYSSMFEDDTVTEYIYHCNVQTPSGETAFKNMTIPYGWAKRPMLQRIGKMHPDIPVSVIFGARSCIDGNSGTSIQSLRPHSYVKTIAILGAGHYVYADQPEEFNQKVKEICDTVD
SRC2 inh: inhibition of GAL4-SRC2 driven luciferase reporter, primary screen, SRC2 inhibitor project, cell-based, luminescence. Nuclear receptor coactivator 2 (Homo sapiens), Q15596. HEK293 GAL4-SRC2 luciferase reporter. inhibition, % at 9 µM. hit rate 0.17% among 370,000;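 active = inhibition above the mean inhibition of all tested compounds plus 3 SD, set per campaign, cut at about 52% in these data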;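 also: 0% = DMSO treated cells and 100% = cells given Gossypol at 36 µM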
NR2F2 inh: NR2F2 transcriptional activity inhibitors, primary screen, cell-based, luciferase reporter, HEK293T, luminescence; hit rate 0.7% among 370,000; inhibition, % at 8.6 µM; HEK293T NGFI-A luciferase reporter; COUP transcription factor 2 (Homo sapiens), P24468;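 active = inhibition above a per-plate cutoff, mean inhibition of test wells between control levels plus 3 SD, cut at about 38% in these data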;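 also: cells cotransfected with COUP-TFII expression vector driving the NGFI-A reporter; 0% = median of COUP-TF2 test wells and 100% = reporter-only cells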
Granule exo inh: LAMP-1 surface exposure blockers, TALL-104 cells – cell-based, flow cytometry, MLPCN library, primary screen; hit rate 0.66% among 360,000; TALL-104 LAMP-1 surface exposure; cells stimulated with thapsigargin and PMA; inhibition, % at 10 µM;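 active = inhibition above about 55%, limit read from the data; inconclusive = no clear call, values can overlap the other calls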
NOD2 RIPK2 PPI: NOD2-RIPK2 binding disruptors in cells, primary screen, fluorescence, CHO cells, BLA complementation; Receptor-interacting serine/threonine-protein kinase 2 (Homo sapiens), O43353; hit rate 0.38% among 360,000; CCF4 ratio; inhibition, % at 4.98 µM; in the data active = inhibition above about 21%;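 also: 0% = vehicle only and 100% = reference blocker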
Numbers without * were called inactive; ? = inconclusive; . = no result given. These rows are one share of the data (hit frequency here may not be typical).

Field names – A = SRC3 inh; B = TWEAK Fn14 block; C = TROY signal inh; D = LRH-1 inv ag; E = TLR9-MyD88 inh; F = NCOA1 inh; G = ABHD5-PLIN5 inh; H = SRC2 inh; I = NR2F2 inh; J = Granule exo inh; K = NOD2 RIPK2 PPI
Molecule: CCOc1ccccc1OCCn1ncc2ccc(OC)c(OC)c2c1=O
  A = -3	B = -26	C = -6	D = -11	E = -2	F = -41	G = -5	H = -13	I = -14	J = -4	K = -9
Molecule: COc1cc(CN2CCN(c3cccc(C)c3C)CC2)cc(Br)c1O
  A = 11	B = 1	C = -2	D = -4	E = 7	F = 8	G = -11	H = 9	I = -9	J = 9	K = 8
Molecule: CC(C)OCCCNc1nc2c([nH]1)c(=O)n(C)c(=O)n2C
  A = 16	B = 1	C = 3	D = 1	E = -1	F = -36	G = -3	H = -13	I = 2	J = -2	K = -9
Molecule: COc1ccccc1N1C(=O)CC(N2CCN(c3ccc(Cl)cc3)CC2)C1=O (stereo unspecified)
  A = -1	B = 16	C = 9	D = -4	E = 3	F = 16	G = 5	H = -2	I = 10	J = -4	K = -10
Molecule: C=CCOc1ccc(C=Nc2cccc(Cl)c2)c(O)c1
  A = 2	B = 4	C = -17	D = -1	E = 5	F = -8	G = 2	H = 15	I = 8	J = -3	K = 2
Molecule: O=C(CSc1ncccn1)N1CCc2ccccc2C1
  A = 8	B = -7	C = -20	D = -8	E = 1	F = 1	G = -1	H = -2	I = -4	J = -14	K = -1
Molecule: COc1ccc(CCN2CC(C(=O)NCCc3ccccn3)CCC2=O)cc1 (stereo unspecified)
  A = 12	B = 14	C = -8	D = 1	E = -7	F = -23	G = -1	H = -36	I = -9	J = 1	K = -8
Molecule: Cc1csc(NC(=O)c2ccc(S(=O)(=O)N3CCCC3)cc2)n1
  A = -15	B = 1	C = -30	D = -47	E = -3	F = -59	G = 2	H = -10	I = -2	J = -2	K = -8
Molecule: O=C1OCCN1C(=O)[C@H]1[C@H](c2ccc(Cl)cc2)C(c2cccc(Cl)c2)=NN1c1ccc(Br)cc1
  A = -1	B = 9	C = 5	D = 6	E = -12	F = -4	G = -5	H = 13	I = 16	J = 2	K = 6
Molecule: Cn1c(CC(=O)Nc2ccccc2)n[nH]c1=S
  A = -3	B = 9	C = -25	D = 6	E = -3	F = 15	G = 1	H = -16	I = 5	J = 16	K = -3
Molecule: COC(=O)c1ccccc1NC(=O)CSc1nncn1C
  A = 13	B = -3	C = -18	D = -1	E = -3	F = 4	G = 4	H = -14	I = -3	J = 0	K = 1
Molecule: Cc1cc(C)c(OCC(=O)Nc2ccccc2N2CCOCC2)c(C)c1
  A = 13	B = 21	C = 3	D = -33	E = -10	F = 12	G = 7	H = 10	I = 5	J = -3	K = -8
Molecule: CC(=O)NS(=O)(=O)c1ccc(NC(=O)CC23CC4CC(CC(Br)(C4)C2)C3)cc1
  A = -8	B = -2	C = 4	D = -8	E = -5	F = -13	G = -10	H = -41	I = 9	J = 2	K = 1
Molecule: NC(=O)CC(NC(=O)Cc1cccc2ccccc12)c1ccc(NCCc2cccc(F)c2)c([N+](=O)[O-])c1 (stereo unspecified)
  A = -10	B = -19	C = 3	D = -18	E = -7	F = 15	G = -5	H = 6	I = -2	J = -11	K = -11
Molecule: CCn1c(C)cc(C(=O)CN2C(=O)c3ccccc3S2(=O)=O)c1C
  A = 47	B = 93*	C = 83*	D = 45	E = 2	F = 52	G = 1	H = 34	I = 41*	J = 12	K = -5
Molecule: Cc1cncc(N2CCN(c3ccccn3)CC2)n1
  A = -2	B = -20	C = -7	D = -21	E = .	F = -55	G = -2	H = -14	I = -2	J = 1	K = 4
Molecule: NS(=O)(=O)c1ccc(NC(=O)CSc2nnc(COc3ccccc3Cl)n2C2CC2)cc1
  A = -8	B = -10	C = 11	D = 5	E = -1	F = -40	G = 5	H = 1	I = 9	J = 3	K = 7
Molecule: COc1ccc(-c2ccc(-c3cc(=O)oc4c(C(C)C)ccc(C)c34)cc2)cc1
  A = 6	B = 33	C = 11	D = 2	E = 4	F = 3	G = -2	H = -17	I = -48	J = -1	K = -5
Molecule: CCNc1c(NS(=O)(=O)c2ccc(OC)c(Cl)c2)c(=O)oc2ccccc12
  A = -20	B = 8	C = 13	D = 7	E = -15	F = -5	G = -19	H = 12	I = -3	J = 7	K = 9
Molecule: COc1ccc(NC(=O)C[C@H]2C(=O)N(C3CCCCC3)C[C@@H]2C)cc1
  A = 2	B = -2	C = -4	D = -15	E = -5	F = -1	G = -17	H = 11	I = 8	J = -1	K = 5
Molecule: CSc1nc(C)c(CCOCc2ccccc2)c(=O)[nH]1
  A = -9	B = -1	C = 5	D = 6	E = 0	F = -2	G = -4	H = -1	I = 0	J = -10	K = -1
Molecule: COc1ccc(S(=O)(=O)N(CC(=O)NCc2ccncc2)c2cc(C)cc(C)c2)cc1OC
  A = -18	B = 6	C = -11	D = -5	E = -6	F = -8	G = 7	H = -9	I = 5	J = 5	K = -8
Molecule: CCOC(=O)c1cc(-c2ccccc2)nn1CCC#N
  A = 8	B = -8	C = -14	D = -3	E = 2	F = -3	G = 2	H = -72	I = 9	J = 0	K = -4
Molecule: Cc1ccc(NC(=O)Nc2cc(S(=O)(=O)N(C)C)ccc2C)cc1
  A = -4	B = 2	C = -19	D = -11	E = -1	F = -31	G = 0	H = -47	I = -12	J = 0	K = -4
Molecule: CCOC(=O)c1c(C)[nH]c(C(=O)COC(=O)COc2ccccc2C)c1C
  A = -3	B = 0	C = -3	D = 8	E = -1	F = -4	G = -1	H = -22	I = 5	J = 0	K = -11
Molecule: CC(C)Cn1c(N)c(C(=O)CSc2nnc(C3CC3)n2C2CC2)c(=O)n(C)c1=O
  A = 9	B = -11	C = 13	D = 13	E = -5	F = 0	G = -9	H = -20	I = 8	J = -2	K = -2
Molecule: CCOC(=O)N1CCN(C(=S)Nc2ccccc2C(C)C)CC1
  A = 20	B = 4	C = -3	D = 9	E = -6	F = 10	G = 2	H = -7	I = 8	J = 0	K = 4
Molecule: CCc1nnc(SCc2cccc(F)c2)nc1CC
  A = -4	B = -20	C = -19	D = -5	E = -11	F = -16	G = -5	H = -18	I = -6	J = -5	K = 10
Molecule: COc1ccc(C2(O)CCN(C(=O)c3c(F)cccc3F)CC2)cc1
  A = 17	B = -10	C = -5	D = 8	E = 0	F = 2	G = 5	H = 4	I = 6	J = ?	K = -1
Molecule: CCC(C)(C)n1nnnc1C(C(C)C)N1CCN(C)CC1 (stereo unspecified)
  A = 11	B = 0	C = 4	D = -8	E = -4	F = 2	G = 6	H = -12	I = 10	J = -3	K = -7

Entries of single compounds as entered above. Screens in order: SRC3 inh, TWEAK Fn14 block, TROY signal inh, LRH-1 inv ag, TLR9-MyD88 inh, NCOA1 inh, ABHD5-PLIN5 inh, SRC2 inh, NR2F2 inh, Granule exo inh, NOD2 RIPK2 PPI
CCOC(=O)c1c(C)[nH]c(C(=O)COC(=O)COc2ccccc2C)c1C in the list: -3, 0, -3, 8, -1, -4, -1, -22, 5, 0, -11
NS(=O)(=O)c1ccc(NC(=O)CSc2nnc(COc3ccccc3Cl)n2C2CC2)cc1 in the list: -8, -10, 11, 5, -1, -40, 5, 1, 9, 3, 7
CC(C)Cn1c(N)c(C(=O)CSc2nnc(C3CC3)n2C2CC2)c(=O)n(C)c1=O in the list: 9, -11, 13, 13, -5, 0, -9, -20, 8, -2, -2

Next section
Field names – A = SRC3 inh; B = TWEAK Fn14 block; C = TROY signal inh; D = LRH-1 inv ag; E = TLR9-MyD88 inh; F = NCOA1 inh; G = ABHD5-PLIN5 inh; H = SRC2 inh; I = NR2F2 inh; J = Granule exo inh; K = NOD2 RIPK2 PPI
Molecule: CCC(C)(C)n1nnnc1C(c1ccc(C)cc1)N1CCN(Cc2cccnc2)CC1 (stereo unspecified)
  A = 11	B = 3	C = -14	D = 15	E = 5	F = 2	G = 1	H = -5	I = 6	J = -9	K = -3
Molecule: Cc1cccc(NC(=O)c2ccc(NCC3CCCO3)c([N+](=O)[O-])c2)n1 (stereo unspecified)
  A = -44	B = -8	C = -32	D = -46	E = 3	F = -50	G = 2	H = -49	I = -17	J = 1	K = -14
Molecule: O=C(CSc1nccn(-c2ccc(Br)cc2)c1=O)NCc1ccccc1
  A = 6	B = -7	C = 23	D = -22	E = 1	F = -15	G = -3	H = -2	I = -7	J = 9	K = -3
Molecule: Cc1c(C(=O)NCc2cccc(C(F)(F)F)c2)sc(=O)n1Cc1ccc(C(=O)N(C)C)cc1
  A = 8	B = 0	C = 7	D = 17	E = .	F = -8	G = -5	H = -4	I = 11	J = 2	K = -4
Molecule: CCCn1c(CNC(=O)Cc2ccccc2)nc2ccccc21
  A = 12	B = -11	C = -12	D = -7	E = -9	F = -18	G = 0	H = 0	I = 10	J = -2	K = 4
Molecule: COc1ccc(OC)c(NC(=S)NCc2ccc(S(N)(=O)=O)cc2)c1
  A = 6	B = -7	C = -1	D = -12	E = 16	F = -23	G = 1	H = 9	I = -7	J = 0	K = -6
Molecule: Cc1ccc(C(=O)C2=C(O)C(=O)N(Cc3cccnc3)C2c2ccc(N(C)C)cc2)o1 (stereo unspecified)
  A = -12	B = 8	C = -13	D = -15	E = -2	F = 8	G = -4	H = -3	I = 0	J = -6	K = -8
Molecule: O=C(c1cccs1)N1CCN(c2cccc(Cl)c2)CC1
  A = 0	B = 9	C = -10	D = -3	E = -1	F = 13	G = 2	H = 13	I = 6	J = -4	K = -10
Molecule: CC(C)Cc1nn2c(N)c(/C=C3\C=Nc4ccccc43)c(=O)nc2s1
  A = 7	B = -60	C = -7	D = -5	E = -1	F = -10	G = -7	H = -12	I = 12	J = -6	K = 10
Molecule: CC1(C)CC(=O)C=C(c2cccc(O)c2)C1
  A = -2	B = 5	C = 1	D = 40	E = 9	F = 0	G = 1	H = 13	I = 6	J = 11	K = -1
Molecule: Cc1ccc2oc(C(Cl)(Cl)Cl)cc(=O)c2c1
  A = 24	B = 64*	C = 11	D = -4	E = -11	F = 16	G = 6	H = 14	I = 11	J = 0	K = -3
Molecule: CCS(=O)(=O)N1Cc2ccccc2CC1C(=O)Nc1nccs1 (stereo unspecified)
  A = -38	B = -6	C = -32	D = -61	E = -4	F = -62	G = 0	H = -51	I = -16	J = -4	K = -12
